# Screens as filed in PubChem.
# S1P1 ag-PAM – S1P1 (human) agonism or agonism potentiation; P21453; 56,000 tested, 0.57% active; activation, % at 9.5 µM; S1P1 CRE-bla cells, forskolin, beta-lactamase FRET, potentiator mode; S1P1 agonist co-added at EC20, 2 nM; 100% = saturating reference agonist, 0% = basal; AID 449;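 active means activation above a cutoff set at the mean activation of all tested compounds plus 3 SD, cut at about 54% in these data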;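 further: forskolin at 4 µM as EC80 and the EC20 agonist is SEW2871; 100% = SEW2871 at its EC100 plus forskolin at EC80; some compounds past the cut are filed as inactive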
# TNAP act DEA – activators of human TNAP at intermediate phosphate acceptor. activation factor at 20 µM. purified TNAP, CDP-star luminescence, 100 mM DEA, 30 min; active compounds read high; scale: 0 levamisole-inhibited, 1 vehicle-only enzyme. 64,000 tested, under 10 active. P05186;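 active means activation factor of at least 2 at 20 µM, relative to controls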
# HEK293 NFkB inh – inhibitors of the PMA/ionomycin-induced NF-kB reporter in HEK293 cells; inhibition, % at 3 µM; HEK-293 NF-kB luciferase reporter, luminescence; 62,000 tested, 0.21% active;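 active means inhibition above the mean of all tested compounds plus 3 SD, cut at about 40% in these data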;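 further: 0% = stimulated DMSO wells and 100% = 10 µM reference inhibitor 5653914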
#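 Signal: luciferase luminescence; Material: HEK-293 cells with stable firefly luciferase reporter driven by four HIV NF-kB elements; Probe or stimulus: PMA with ionomycin; Replication: tested once; Times: 1 h compound pretreatment, then 16 h stimulation at 37 °C, 5% CO2; Benchmarks: DMSO and 10 µM reference inhibitor; Evaluation: per-plate % inhibition versus controls.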
# E coli RNAP – Escherichia coli RNA polymerase inhibition; AID 559; 62,000 tested, 0.2% active; inhibition, %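 (tested at 10 µM)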; E. coli RNA polymerase, fluorescence transcription assay; in the data active means inhibition above about 20%;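 further: 0% = enzyme without compound and 100% = no enzyme blank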
# Target sequence (P0A8V2 whole entry, looked up): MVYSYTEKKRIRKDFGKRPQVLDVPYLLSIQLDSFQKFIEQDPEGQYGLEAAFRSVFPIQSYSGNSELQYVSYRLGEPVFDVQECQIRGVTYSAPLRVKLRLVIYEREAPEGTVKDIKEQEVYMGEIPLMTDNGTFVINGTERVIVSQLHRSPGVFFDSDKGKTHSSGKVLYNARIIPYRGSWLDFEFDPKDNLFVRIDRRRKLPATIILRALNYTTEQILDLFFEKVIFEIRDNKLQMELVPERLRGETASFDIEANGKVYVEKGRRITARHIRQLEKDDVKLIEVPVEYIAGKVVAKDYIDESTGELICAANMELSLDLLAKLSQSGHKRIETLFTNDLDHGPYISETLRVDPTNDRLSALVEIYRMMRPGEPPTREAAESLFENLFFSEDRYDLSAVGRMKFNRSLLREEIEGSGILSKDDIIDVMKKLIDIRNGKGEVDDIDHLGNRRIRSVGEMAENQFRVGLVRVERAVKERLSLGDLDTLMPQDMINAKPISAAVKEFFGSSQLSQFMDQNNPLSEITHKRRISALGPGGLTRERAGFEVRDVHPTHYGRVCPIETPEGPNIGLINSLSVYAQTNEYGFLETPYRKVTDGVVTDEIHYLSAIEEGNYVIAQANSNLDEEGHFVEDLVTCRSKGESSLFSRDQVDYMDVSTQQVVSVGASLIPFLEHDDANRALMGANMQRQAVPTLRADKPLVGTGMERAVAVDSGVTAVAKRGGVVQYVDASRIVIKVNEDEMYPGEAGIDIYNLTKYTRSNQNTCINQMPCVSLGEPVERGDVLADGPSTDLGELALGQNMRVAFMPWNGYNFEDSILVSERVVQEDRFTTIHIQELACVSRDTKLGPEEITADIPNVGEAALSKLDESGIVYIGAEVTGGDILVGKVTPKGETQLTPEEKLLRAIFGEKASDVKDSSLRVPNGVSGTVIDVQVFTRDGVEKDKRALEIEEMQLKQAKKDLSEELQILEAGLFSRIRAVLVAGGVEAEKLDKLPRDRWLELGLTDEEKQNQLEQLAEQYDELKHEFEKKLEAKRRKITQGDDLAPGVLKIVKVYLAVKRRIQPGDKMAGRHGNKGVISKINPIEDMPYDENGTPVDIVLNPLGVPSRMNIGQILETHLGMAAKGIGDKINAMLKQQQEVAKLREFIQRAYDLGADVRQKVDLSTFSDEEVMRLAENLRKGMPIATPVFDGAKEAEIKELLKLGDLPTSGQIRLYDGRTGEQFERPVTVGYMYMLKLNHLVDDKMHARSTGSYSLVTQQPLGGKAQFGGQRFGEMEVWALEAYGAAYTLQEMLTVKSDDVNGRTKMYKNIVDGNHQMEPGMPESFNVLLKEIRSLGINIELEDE
# M1 ag – M1 muscarinic receptor agonism; CHO-M1 cells, Fluo-4 calcium fluorescence, agonist mode; active compounds read high; B-score at 10 µM; 64,000 tested, 3% active; AID 626;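 active means fluorescence rise, raw or as B-score row- and column-corrected plate score, outside the 99.7% band of its plate's samples, either direction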
# D1 allo mod – allosterically modulates the human D1 dopamine receptor; B-score at 10 µM; 58,000 tested, 5.9% active; HEK293 D1, CRE-luciferase, dopamine EC30 potentiation; actives deviate in either direction; P21728;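 active means luminescence count or its row- and column-corrected plate score outside the 99.7% band of the plate's sample wells, on either side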
# M1 antag – M1 muscarinic receptor (rat) antagonism; CHO-M1 cells, Fluo-4 calcium, ACh EC80 antagonist mode; active compounds read low; 64,000 tested, 3.4% active; P08482; B-score at 10 µM;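 active means calcium fluorescence response, raw or row-and-column corrected B-score, differing from the plate sample mean either way at a set confidence level, mostly lower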
# S1P3 ag – agonists of human S1P3 receptor. 60,000 tested, 0.1% active. AID 373. S1P3 NFAT-BLA reporter cells, agonism, FRET ratio; relative to 1 µM S1P, basal subtracted. Q99500. activation, % at 4.5 µM;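 active means activation above the screen-wide mean plus 3 SD, cut at about 4.5% in these data, passing the limit was not always enough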; further: some compounds called inactive have numbers as strong as hits
#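 Benchmarks: high control 1 µM S1P / System: stable CHO line with human S1P3, Gα16, NFAT-BLA reporter / Dosing: single compound concentration, 4.5 µM final / Timing: 4 h compound at 37 °C, 2 h substrate at RT / Measured by: FRET β-lactamase substrate fluorescence, excitation 405 nm, 460/535 nm emission ratio, background-subtracted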
# Jurkat viability – reduces viability or proliferation of Jurkat cells | 56,000 tested, 1.2% active | Jurkat E6.1 viability, ATP luminescence, 48 h | inhibition, % at 4 µM;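 active means inhibition above the mean inhibition of all tested compounds plus 3 SD, cut at about 28% in these data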
# An asterisk follows results filed as active; / = no result given.
SMILES,S1P1 ag-PAM,TNAP act DEA,HEK293 NFkB inh,E coli RNAP,M1 ag,D1 allo mod,M1 antag,S1P3 ag,Jurkat viability
CC(=O)N1c2ccccc2N(Cc2ccc(C)cc2C)C(=O)C1(C)C,10,1,16,-1,-0.19,/,-0.36,-0.8,95*
CCOCc1nnc(NC(=O)COC)s1,-18,0.9,14,5,-0.17,0.25,0.39,-1.4,-5
NC(=O)NC(c1ccccc1)c1ccccc1F (configuration not stated),-9,0.9,16,2,0.48,-1.1,0.65,0.4,-6
CCN1CC2CCCC3(C1)C(=O)NC1(CCCCC1)N=C23 (configuration not stated),-1,1,14,-3,0.053,0.056,-0.19,-0.4,2
COc1ccc(S(=O)(=O)N2CCN(c3ncnc4c(-c5ccccc5)nsc34)CC2)cc1,5,0.9,8,3,-1.1,-0.049,-0.78,-1.0,-10
O=C(OCC(=O)N1CCCc2ccccc21)C1CCN(S(=O)(=O)c2cccs2)CC1,-5,1,6,2,-0.53,-1,-0.85,-0.4,-14
CC1=C(C#N)C(c2ccc3ncccc3c2)C(C#N)=C(C)N1,/,0.9,17,0,-0.5,0.61,-0.31,/,/
COC(=O)C(CCSC)NC(=O)C(NC(=O)C1CCC(C)CC1)C(C)C (configuration not stated),-10,0.9,16,4,0.25,-1,-0.31,-0.2,0
CCC(C)n1cnc2c(c1=O)c1nc3ccccc3nc1n2Cc1ccccc1OC (configuration not stated),-11,0.9,6,-2,-0.35,2.3,-0.92,-0.3,-3
O=C1Cc2ccccc2N1c1ccccc1,16,1,23,-2,-0.28,1.9,-0.7,-0.7,1
CC1CCc2nn(CC(=O)Nc3c(F)cc(F)cc3Br)cc2C1 (configuration not stated),12,0.9,-5,2,0.19,0.63,-0.14,-0.1,1
COc1cc(NS(=O)(=O)c2ccc(NC(=O)COc3ccccc3Cl)cc2)nc(OC)n1,/,1,3,11,1,-0.55,0.43,0.2,0
COc1cc(C(=O)O)cc(Br)c1OC1CCCC1,6,0.9,22,4,-0.37,-0.23,-0.18,-1.2,8
c1coc(-c2nc3ccccc3nc2-c2ccco2)c1,/,1,14,6,0.27,6.7*,0.13,/,/
O=C(CCN1C(=O)C2C3C=CC(C3)C2C1=O)NCC1CCCO1 (configuration not stated),-24,0.9,6,0,0.53,-0.0033,0.023,-1.4,2
O=C(Nn1cnnc1)c1cc2c(s1)CCCCC2,-2,1,-19,8,0.72,-0.1,0.26,-0.2,1
COC(=O)c1cn(NC(=O)c2cccc(N(C)C)c2)c(=O)c2ccccc12,/,1,17,2,0,/,0,/,/
Cc1cccc(N2CCN(C(=O)c3cc4c(=O)[nH]c5ccccc5c4n3C)CC2)c1C,-5,0.9,7,7,-0.16,-0.87,0.01,-1.9,4
O=C(NC1CCCC1)C(c1ccccc1F)N(C(=O)c1ccco1)C1CCCC1 (configuration not stated),-18,0.9,14,6,0.62,-0.85,-1.4,-1.6,-5
CC(=O)c1c(N2CCN(C(=O)C3CCCO3)CC2)nc(=S)n(-c2ccccc2)c1C (configuration not stated),4,0.9,10,4,0.33,-0.62,-0.21,-1.0,1
CCCC(c1nnnn1Cc1ccc(OC)cc1)N1CCC(C(N)=O)CC1 (configuration not stated),-3,0.9,4,7,-1,-0.99,0.32,10,-7
CC(=O)c1c(C)n(-c2ccccc2)c2ccc(OCC(O)CN3CCOCC3)cc12 (configuration not stated),-22,0.9,14,7,1,0.75,-0.85,-0.2,-3
CCN(CC)CCOC(=O)C1(c2ccc(OC)c(OC)c2)CCCC1,-32,0.9,/,7,0.54,-0.52,-11*,-2.4,/
Cc1[nH]c(=O)[nH]c(=O)c1S(=O)(=O)N1CCCC(C(=O)N2CCC(Cc3ccccc3)CC2)C1 (configuration not stated),-13,1,20,-2,0.41,-0.24,0.26,-0.8,3

# Brought forward from above: 4 entries; new compounds follow.
SMILES,S1P1 ag-PAM,TNAP act DEA,HEK293 NFkB inh,E coli RNAP,M1 ag,D1 allo mod,M1 antag,S1P3 ag,Jurkat viability
CCCC(c1nnnn1Cc1ccc(OC)cc1)N1CCC(C(N)=O)CC1 (configuration not stated),-3,0.9,4,7,-1,-0.99,0.32,10,-7
CC(=O)c1c(C)n(-c2ccccc2)c2ccc(OCC(O)CN3CCOCC3)cc12 (configuration not stated),-22,0.9,14,7,1,0.75,-0.85,-0.2,-3
CCN(CC)CCOC(=O)C1(c2ccc(OC)c(OC)c2)CCCC1,-32,0.9,/,7,0.54,-0.52,-11*,-2.4,/
Cc1[nH]c(=O)[nH]c(=O)c1S(=O)(=O)N1CCCC(C(=O)N2CCC(Cc3ccccc3)CC2)C1 (configuration not stated),-13,1,20,-2,0.41,-0.24,0.26,-0.8,3
Cc1cc(=O)oc2cc(OCC(O)CN3CCc4ccccc4C3)ccc12 (configuration not stated),4,0.9,12,5,-0.14,0.97,-0.98,1.0,-6
O=C1CC(C(=O)Nc2ccc(O)c(C(=O)O)c2)C(c2ccccc2)O1 (configuration not stated),-14,1,10,5,0.0056,-0.5,0.69,-1.1,-6
O=C(NCCCC(=O)N1CCOCC1)c1cccnc1,-15,0.9,0,9,0.2,-0.58,0.56,0.2,-2
CCN1C(=O)CC(N2CCC(C(=O)N3CCOCC3)CC2)C1=O (configuration not stated),-14,0.9,10,7,-0.25,-0.35,1.1,-1.1,-7
CCC(C)NC(=O)C1CCC(=O)N(c2ccc3c(c2)OCO3)C1c1ccc(OC)cc1 (configuration not stated),-24,0.9,14,-3,0.036,-0.11,-0.15,-1.3,2
Cc1ccc(-c2nnn(CC(=O)N(CC(=O)NC3CCCCC3)c3cnc4ccccc4c3)n2)o1,9,0.9,29,9,0.15,1.9,0.59,-2.3,14
O=C(C1=C(O)C(=O)N(CCOCCO)C1c1cccs1)c1cccs1 (configuration not stated),-1,1,2,-2,-0.29,0.51,-0.74,0.5,9
Cn1c(=O)c2c(-c3ccccc3)n3c4ccccc4ncc3c2n(C)c1=O,/,1,-1,-6,2.7,2.5,1.3,-0.8,3
CCNc1ccc(C(=O)OCC)cc1NC(=O)c1cccc(N(C)C)c1,/,0.9,42*,9,0.82,0.25,-0.51,/,/
COc1ccc(C(=O)NCc2cccnc2)cc1S(=O)(=O)N1CCOCC1,5,0.9,16,-3,0.21,0.032,1.3,-1.4,6
COc1ccc(C(=O)n2c(-c3ccco3)nc3ccccc32)cc1,-9,0.9,23,6,0.87,2.3,-0.63,-0.5,78*
Cc1ccc(Cl)cc1N1CCN(C(=O)CCS(=O)(=O)c2cccc3nonc23)CC1,/,0.9,7,0,-0.87,-0.66,-0.18,/,/
COc1ccc(C2CC(c3cc(OC)ccc3OC)n3nnnc3N2)cc1 (configuration not stated),-28,0.9,4,-1,1.4,2.7*,-17*,-0.2,-2
Cc1cnn(C(=S)NCc2ccc(Cl)cc2)c1,/,0.9,3,9,0.95,-0.058,0,-0.3,0
CCCCn1c2nc3ccccc3nc2c2c(=O)n(CCC(C)C)cnc21,8,0.9,-2,1,0.039,1.7,-1.8,-0.9,-4
CC(NC(=O)CSc1n[nH]c(=O)n1C1CC1)C12CC3CC(CC(C3)C1)C2 (configuration not stated),10,0.9,12,4,-0.14,0.023,0.22,0.0,-6
COc1cccc(C(c2sc3nc(C)nn3c2O)N2CCN(C(=O)c3ccco3)CC2)c1 (configuration not stated),-8,0.9,3,0,0.8,-0.19,1.6,-0.8,3
CCc1cccc(NS(=O)(=O)c2c(C)n[nH]c2C)c1,-6,0.9,11,4,-0.42,-0.3,0.0037,0.6,-10
Nn1c(SCc2ccccc2)nnc1-c1ccco1,4,1,-6,6,-0.42,-0.47,1.1,-0.9,2
Cn1c(=O)cc(OCCCC(=O)NCc2ccco2)c2ccccc21,-24,0.9,3,18,-1,0.31,0.44,-0.2,1
O=c1c2ccccc2n(Cc2ccc(F)cc2)c(=O)n1C1CCCC1,-3,0.9,16,2,-0.00025,4.9*,-14*,-1.1,3
Cc1ccc(N2CC(C(=O)N3CCN(c4ccccc4)CC3)CC2=O)cc1 (configuration not stated),0,0.9,18,0,0.38,-0.16,0.0093,-0.2,-3
CC(C)(C)NS(=O)(=O)c1ccc(CCC(=O)NCc2ccco2)cc1,/,1,10,7,0.33,/,0.12,/,/
CC1=C(C(=O)NCc2ccco2)C2(CCC(C)CC2)OC1=O (configuration not stated),-33,0.8,16,11,0.011,-0.022,0.53,-0.4,2
Cc1cc(=O)oc2cc(OCc3nnc(-c4ccccc4Br)o3)ccc12,-27,0.9,-2,10,0.19,2.8,0.79,0.2,-5
CCCn1c(CCC(=O)O)ccc1-c1cccs1,/,0.9,10,6,0.34,-0.47,0.61,/,/
O=C1CC(CCC(=O)NC2CC2)c2ccccc2N1 (configuration not stated),6,0.9,17,4,-1.1,-1.2,1,-0.7,-6
CC12C(=O)N(CCC(=O)O)C(=O)C1C1C=CC2C1 (configuration not stated),-5,0.8,0,3,0.00019,-0.5,0.025,-0.1,-2
COc1ccc(N2CCN(C(=O)c3ccc(NS(=O)(=O)c4ccc(F)cc4)cc3)CC2)cc1,46,0.9,-6,5,-0.05,0.043,-2,-0.3,7
Nc1cccc(-n2nncc2-c2ccccc2)c1,1,0.9,3,6,-2.5,-0.29,-0.088,0.2,-9
O=C(c1ccc(CS(=O)(=O)c2ccccc2)o1)N1CCOCC1,-1,0.9,-8,-1,0.0042,1.2,0.94,0.3,-7
O=C(O)c1ccccc1C(=O)NCc1cccnc1,1,1,12,-5,-0.021,-0.38,0.18,-0.9,-3
O=C(CSc1nnc(Cc2ccccc2)o1)N1CCCc2ccccc21,19,0.9,4,3,0.0034,-0.58,-0.21,-0.6,-5
CC(C)NC(=O)c1cc2c(-c3ccc(Cl)cc3)nn(C)c2s1,-14,0.9,3,5,-0.95,-0.43,-2.4,-0.7,-3
Cc1ccccc1Cn1nc(C)c(NC(=O)c2noc3c2CCCC3)c1C,-6,0.9,5,5,-0.19,0.8,0.22,-1.3,8
Cc1oc(C(C)(C)C)cc1C(=O)Nc1ccc(C(=O)O)cc1,-1,1,-20,4,1.4,0.8,0.51,-0.2,5
COC(=O)c1nnn(-c2nonc2N)c1CSc1ccccn1,-6,0.9,-4,5,0.24,-0.34,-1.2,-0.8,-4
CCOC(=O)c1ccc(COC(=O)CNC(=O)CNC(=O)c2ccc(OC)cc2)o1,11,1.1,7,2,-0.34,0.91,0.54,-0.2,0
COC(=O)COc1ccc(S(=O)(=O)Nc2ccc(C(N)=O)cc2)cc1,1,1,9,11,-1.4,-0.62,0.23,-0.8,-5
CCOc1ccc(NC(=O)CC2NCCNC2=O)cc1 (configuration not stated),-23,0.9,1,10,0.57,0.36,-0.17,-0.3,-1
Cc1c(C(=O)N2CCN(C)CC2)oc2c1C(=O)CC(C)(C)C2,/,0.9,15,6,0.6,-0.83,0.57,-0.7,2
CCNC(=O)COn1c(SCC(=O)NCC)nc2ccccc2c1=O,13,0.9,/,11,-0.49,0.13,-0.17,-1.1,/
Cc1ccc(C2(c3ccc(C)cc3)NC(=O)N(Cc3c(C)noc3C)C2=O)cc1,-27,1,4,-3,/,/,/,-1.2,-5
